FAS-TE inh: inhibitors of human fatty acid synthase thioesterase domain; P49327; recombinant FAS-TE, OMFH fluorogenic substrate, fluorescence endpoint; inhibition, % at 15 µM; hit rate 0.67% among 360,000; AID 602261;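 active means compounds whose normalised, plate-corrected inhibition of enzyme fluorescence in the single-dose primary screen is 50% or more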;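 further: 0% = DMSO with enzyme and 100% = substrate without enzyme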
Target sequence (P49327 whole entry, looked up, the tested form may be a part): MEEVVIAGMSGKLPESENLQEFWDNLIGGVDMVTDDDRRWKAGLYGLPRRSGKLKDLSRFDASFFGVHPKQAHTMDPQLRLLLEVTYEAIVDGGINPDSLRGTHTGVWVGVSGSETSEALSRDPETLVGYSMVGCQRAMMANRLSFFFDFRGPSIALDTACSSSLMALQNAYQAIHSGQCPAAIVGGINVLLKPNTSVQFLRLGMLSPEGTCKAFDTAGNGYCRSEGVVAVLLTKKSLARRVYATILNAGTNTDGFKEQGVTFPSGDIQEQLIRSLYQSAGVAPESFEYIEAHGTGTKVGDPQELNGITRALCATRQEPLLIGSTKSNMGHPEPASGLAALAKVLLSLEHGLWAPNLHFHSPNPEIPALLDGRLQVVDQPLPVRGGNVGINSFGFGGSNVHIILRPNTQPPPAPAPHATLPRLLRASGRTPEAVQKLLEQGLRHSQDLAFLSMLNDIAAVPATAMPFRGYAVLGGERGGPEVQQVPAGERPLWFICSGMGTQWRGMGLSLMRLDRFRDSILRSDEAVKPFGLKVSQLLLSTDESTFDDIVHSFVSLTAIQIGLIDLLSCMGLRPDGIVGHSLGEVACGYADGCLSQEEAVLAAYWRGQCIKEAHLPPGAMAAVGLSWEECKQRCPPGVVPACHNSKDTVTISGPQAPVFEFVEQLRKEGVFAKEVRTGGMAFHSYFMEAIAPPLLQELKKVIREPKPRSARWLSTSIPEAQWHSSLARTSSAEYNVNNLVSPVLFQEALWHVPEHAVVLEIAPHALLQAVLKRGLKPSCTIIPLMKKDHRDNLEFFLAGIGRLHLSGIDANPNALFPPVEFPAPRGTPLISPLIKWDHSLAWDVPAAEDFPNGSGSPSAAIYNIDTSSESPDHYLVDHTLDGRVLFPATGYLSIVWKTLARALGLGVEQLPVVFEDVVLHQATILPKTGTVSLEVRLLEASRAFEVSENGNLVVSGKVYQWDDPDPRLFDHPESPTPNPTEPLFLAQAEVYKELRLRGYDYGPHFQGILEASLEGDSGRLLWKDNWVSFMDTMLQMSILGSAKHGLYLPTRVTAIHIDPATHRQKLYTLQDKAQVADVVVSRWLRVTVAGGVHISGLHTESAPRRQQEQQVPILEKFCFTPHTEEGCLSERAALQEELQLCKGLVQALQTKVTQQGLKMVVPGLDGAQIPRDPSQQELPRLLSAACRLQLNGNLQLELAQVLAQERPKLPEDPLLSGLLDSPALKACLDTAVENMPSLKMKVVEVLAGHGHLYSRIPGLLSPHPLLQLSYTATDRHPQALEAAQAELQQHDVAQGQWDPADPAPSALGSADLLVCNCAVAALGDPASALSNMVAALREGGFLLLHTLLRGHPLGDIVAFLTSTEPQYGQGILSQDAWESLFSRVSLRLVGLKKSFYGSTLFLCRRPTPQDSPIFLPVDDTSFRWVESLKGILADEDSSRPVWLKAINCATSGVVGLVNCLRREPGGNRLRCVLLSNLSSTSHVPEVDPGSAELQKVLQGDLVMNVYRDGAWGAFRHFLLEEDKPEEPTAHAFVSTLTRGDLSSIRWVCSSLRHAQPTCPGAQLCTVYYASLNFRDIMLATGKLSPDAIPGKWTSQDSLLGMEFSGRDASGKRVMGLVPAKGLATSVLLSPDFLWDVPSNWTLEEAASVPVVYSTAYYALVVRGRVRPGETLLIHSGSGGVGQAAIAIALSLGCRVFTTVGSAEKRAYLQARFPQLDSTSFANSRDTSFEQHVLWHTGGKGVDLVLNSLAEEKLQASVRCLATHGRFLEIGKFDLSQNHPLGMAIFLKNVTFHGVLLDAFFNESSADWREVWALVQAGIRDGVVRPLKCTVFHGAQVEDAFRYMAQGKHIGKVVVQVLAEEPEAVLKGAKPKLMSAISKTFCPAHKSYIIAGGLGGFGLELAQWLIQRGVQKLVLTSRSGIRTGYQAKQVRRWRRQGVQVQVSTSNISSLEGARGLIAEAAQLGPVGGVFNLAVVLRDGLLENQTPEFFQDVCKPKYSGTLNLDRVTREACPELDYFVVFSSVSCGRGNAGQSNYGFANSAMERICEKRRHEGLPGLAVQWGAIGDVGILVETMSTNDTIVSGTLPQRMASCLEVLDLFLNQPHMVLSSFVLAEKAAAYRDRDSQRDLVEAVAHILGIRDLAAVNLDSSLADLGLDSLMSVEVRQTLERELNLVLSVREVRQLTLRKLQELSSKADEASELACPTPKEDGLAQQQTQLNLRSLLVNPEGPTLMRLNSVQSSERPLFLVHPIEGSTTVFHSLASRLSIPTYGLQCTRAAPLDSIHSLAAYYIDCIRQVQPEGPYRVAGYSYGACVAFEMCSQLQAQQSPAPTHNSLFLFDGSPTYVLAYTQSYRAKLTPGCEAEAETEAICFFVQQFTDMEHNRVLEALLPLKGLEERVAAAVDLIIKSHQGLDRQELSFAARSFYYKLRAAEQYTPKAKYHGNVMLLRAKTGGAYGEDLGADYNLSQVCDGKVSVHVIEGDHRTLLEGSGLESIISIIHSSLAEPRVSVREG
NadD block: inhibitors of Staphylococcus aureus NadD. purified NadD enzyme, colorimetric absorbance read-out. inhibition, % at 20 µM. hit rate 0.78% among 360,000. AID 602399; in the data active means inhibition above about 26%; further: some compounds past the cut are filed as inactive
Neddylation inh: inhibitors of human cullin neddylation. P61081+Q13564. hit rate 0.58% among 360,000. calls only at 25 µM. TR-FRET cullin neddylation, biochemical. AID 651699; in the data active means inhibition above about 36%
MT1-MMP act inh: blocks activation of human MT1-MMP; hit rate 0.061% among 360,000; HT1080 RFP-PRO-GFP cells, GFP/RFP ratio fluorescence, overnight; percent of plate control window, DMSO zero; GFP/RFP ratio change, % at 20 µM; P50281;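 active means GFP/RFP ratio change of at least 30% with cell ATP level not reduced by more than half and red fluorescence within 50% of control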; further: strong numbers were not always called active
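Assay system: HT1080 RFP-PRO-GFP cells. Benchmarks: DMSO vehicle wells and RFP-L50D-GFP reporter cell wells. Times: overnight cell settling, then overnight compound exposure, 37 °C, 5% CO2. Compound: 20 µM single dose, 1% DMSO. Read-out basis: GFP/RFP fluorescence ratio.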
MLLE-PAM2 inh: inhibitors of microRNA-mediated deadenylation, human PABP1 MLLE binding; hit rate 0.36% among 360,000; P11940; GST-MLLE / FITC-PAM2 fluorescence polarization; inhibition, % at 20 µM; in the data active means inhibition above about 35%, passing the limit was not always enough;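 further: plate controls were DMSO wells with GST-MLLE for no effect and wells lacking GST-MLLE protein for full effect; some results filed as inactive read as strong as hits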
CSN deneddyl inh: blocks human CSN-mediated cullin deneddylation; Purified CSN, SCF-Nedd8-OG deneddylation, fluorescence polarization; inhibition, % at 12.5 µM; hit rate 0.38% among 360,000; AID 651999;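 active means pattern-corrected inhibition above about 35%, with an unprinted fluorescence ratio check between 0.5 and 1.5, limit read from the data, passing the limit was not always enough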;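 further: 0% = enzyme with substrate and 100% = substrate without enzyme; some results filed as inactive read as strong as hits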
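Assay system: purified human Csn5 enzyme expressed in HEK293T cells; measure: % inhibition; also added: SCFSkp2-Nedd8OG substrate at 10 nM final; technique: fluorescence polarization; times: reaction 90 min, room temperature; medium: Tris buffer pH 7.5, NaCl, DTT, Tween-20, trehalose, ovalbumin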
Rpn11 block: Rpn11 (human) deubiquitinase inhibition | O00487 | human 26S proteasome, Ub4-pepOG fluorescence polarization; 20S core pre-blocked with epoxomicin | calls only at 20 µM | hit rate 0.59% among 360,000;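 active means inhibition at 20 µM, scaled to each plate's controls, above about 33%, limit read from the data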
SKN-1 block: inhibitors of C. elegans SKN-1. C. elegans VP596 Pgst-4::GFP/RFP ratio, acrylamide-induced, 24 h. inhibition, % at 21.8 µM. hit rate 0.49% among 360,000. AID 624304;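 active means interference check ratio from 0.5 to 1.5 plus GFP to RFP signal ratio inhibition reaching or exceeding a fixed threshold, cut at about 30% in these data, passing the limit was not always enough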; further: some compounds called inactive have numbers as strong as hits
Rin1-Abl PPI inh: human Rin1-Abl interaction inhibition; P00519+Q13671; AID 588664; inhibition, % at 7.35 µM; hit rate 0.4% among 360,000; TR-FRET Rin1/Abl binding, biochemical; in the data active means inhibition above about 5%, passing the limit was not always enough
* marks the source's active call; other numbers are inactive results; i = inactive; / = no result given; + = active, no number.

Start of the data: the first 2 compounds (preview)
Under each structure – FAS-TE inh	NadD block	Neddylation inh	MT1-MMP act inh	MLLE-PAM2 inh	CSN deneddyl inh	Rpn11 block	SKN-1 block	Rin1-Abl PPI inh
- COc1ccc(S(=O)(=O)N2CCN(CC(O)COc3ccc(CC#N)cc3)CC2)cc1OC (centres undefined)
    -7	-6	i	4	4	4	i	-12	4
- O=C(NN1C(=O)c2ccccc2C1=O)C1CCCCC1
    -2	3	i	-4	-4	0	i	25	-4

The listing, from the first entry:
Under each structure – FAS-TE inh	NadD block	Neddylation inh	MT1-MMP act inh	MLLE-PAM2 inh	CSN deneddyl inh	Rpn11 block	SKN-1 block	Rin1-Abl PPI inh
- COc1ccc(S(=O)(=O)N2CCN(CC(O)COc3ccc(CC#N)cc3)CC2)cc1OC (centres undefined)
    -7	-6	i	4	4	4	i	-12	4
- O=C(NN1C(=O)c2ccccc2C1=O)C1CCCCC1
    -2	3	i	-4	-4	0	i	25	-4
- NS(=O)(=O)c1ccc(-c2ccc(/C=C3\C(=O)Nc4cc(Cl)ccc43)o2)cc1
    0	20	i	-4	-19	-1	i	5	-3
- Cc1ccc(C(=O)N/C(=C\c2ccco2)C(=O)NCCN2CCOCC2)cc1
    -4	-2	i	-1	8	-6	i	-7	2
- COc1cccc(/C(C#N)=C/c2c(-c3ccc(Cl)cc3)nc3c(C)cccn23)c1
    37	14	i	-6	11	-1	i	11	-2
- Nc1c(Br)cc(Br)c2c1[nH]c(=O)c1ccccc12
    -3	26	i	1	0	9	i	-5	-1
- O=C(c1cccc([N+](=O)[O-])c1)N(c1ccccn1)c1ccccn1
    -10	0	i	-5	16	2	i	11	-1
- COCCNC(=O)c1ccccc1NC(=O)CSc1ccc(C)cc1
    -5	0	i	0	24	-6	i	-16	1
- CCc1[nH]nc2c1C1(C(=O)N(Cc3ccccc3)c3ccccc31)C(C#N)=C(N)O2 (centres undefined)
    6	-7	i	0	-1	-10	i	0	7
- COc1ccc(/C=N/NC(=S)Nc2ccccc2)cc1COc1ccc(F)cc1F
    13	15	i	5	30	6	i	8	-5
- Cc1[nH]n(-c2ccccc2)c(=O)c1-c1cccc(Cl)c1
    -7	5	i	4	-4	1	i	-4	-3
- CC(C)c1ccc(NC(=O)COC(=O)CC2CCCC2)cc1
    35	-3	i	2	0	0	i	-3	2
- Cc1ccc(/C=C(\C#N)C(=O)Nc2c(C)cccc2C)s1
    -19	11	i	-14	-54	35*	+	29	-4
- CCc1nc2ccc(C(=O)Nc3cccc(OC)c3)cn2c1N(CC)Cc1cccc(Br)c1
    18	9	i	-3	25	-5	i	9	-1
- O=C(Cn1nc(Cc2cccnc2)c2ccccc2c1=O)NCC1COc2ccccc2O1 (centres undefined)
    4	0	i	1	-2	-1	i	2	-4

Other structures
Under each structure – FAS-TE inh	NadD block	Neddylation inh	MT1-MMP act inh	MLLE-PAM2 inh	CSN deneddyl inh	Rpn11 block	SKN-1 block	Rin1-Abl PPI inh
- CC(C)C[C@H]1CN([C@@H](Cc2ccccc2)CN2CCC[C@@H]2CN2C(=O)C(=O)NC[C@@H]2Cc2ccc(O)cc2)C(=O)C(=O)N1CC1CCCCC1
    13	12	i	2	-3	2	i	-10	3
- COc1cc2c(cc1O)CCN(C(=O)CSc1nncn1C)[C@@H]2C
    2	1	i	-1	-6	-1	i	0	2
- COC(=O)c1ccc2c(=O)n(CCN3CCOCC3)c(SCC(=O)Nc3ccc(OC)cc3OC)nc2c1
    6	-4	i	-3	21	-3	i	4	-2
- CCN(CCCCCN(C)C)Cc1cc2ccccc2o1
    -13	-1	i	4	8	1	i	-1	-2
- CCOc1ccc(N2CC(C(=O)Nc3cccc(C(=O)NC4CC4)c3)CC2=O)cc1 (centres undefined)
    -4	8	i	2	-36	5	i	0	-2
- O=C(CCC(=O)Nc1cc(C(F)(F)F)ccc1Cl)N/N=C\c1cc([N+](=O)[O-])ccc1O
    26	16	i	-5	-9	-1	i	4	-2
- Cc1occc1-c1nnc(SCC(N)=O)o1
    -5	-8	i	2	11	-1	i	-10	1
- CC(=O)Nc1ccc(S(=O)(=O)NC(C)C(=O)OCC(=O)NC2CCCC2)cc1 (centres undefined)
    -10	-3	i	7	12	1	i	-12	1
- CCN(C(=O)COC(=O)c1ccc(S(=O)(=O)N2CCCc3ccccc32)cc1)C1CCS(=O)(=O)C1 (centres undefined)
    2	0	i	2	2	-2	i	4	2
- C=CCNc1nnc(C)c2ccccc12
    -4	9	i	2	8	0	i	-12	-1
- CCOC(=O)CSc1nnc(CNC(=O)c2ccc(OC)cc2)n1C1CCCCC1
    -1	1	i	3	5	-4	i	16	-1
- CCCn1nnc(NC(=O)c2ccc([N+](=O)[O-])cc2Cl)n1
    -6	-5	i	1	5	-1	i	-6	-2
- c1ccn(-c2ccc(-c3ccn[nH]3)cc2)c1
    -2	-2	i	0	6	0	i	33	6
- C=C(C)c1cccc(C(C)(C)NC(=O)Nc2ccccc2OCC)c1
    -6	-8	i	1	22	-11	i	-6	-3
- CCc1ccc(OCC(=O)Oc2ccc([N+](=O)[O-])cc2)cc1
    -6	-5	i	2	10	4	i	-1	1

(more compounds)
Under each structure – FAS-TE inh	NadD block	Neddylation inh	MT1-MMP act inh	MLLE-PAM2 inh	CSN deneddyl inh	Rpn11 block	SKN-1 block	Rin1-Abl PPI inh
- CN(C)c1ccc(C=Nc2cnn(C)c2C(N)=O)cc1
    -4	4	i	-4	-6	8	i	2	0
- CCOc1ccccc1-c1ccc(C(=O)NCc2ccc(Cl)cc2)o1
    33	3	/	7	/	-4	/	5	/
- COc1ccccc1Nc1nc2ccc(C)cc2cc1C#N
    13	3	i	-22	0	-1	i	-30	-3
- COc1ccc(NC(=S)N2CCN(S(=O)(=O)c3ccccc3)CC2)cc1
    -2	0	i	-2	-107	-2	i	4	0
- COc1cc(O)sc1C=Nc1ccc(Cl)cc1Cl
    -10	-1	i	0	20	-2	i	16	7
- O=C(Nc1ccc(Cl)cc1)C1CC=CCC1C(=O)OCC(F)(F)C(F)F (centres undefined)
    -6	2	i	0	-2	-3	i	2	-1
- O=C(NC1CCCC1)c1cc(-c2cccs2)on1
    -3	10	i	10	-3	3	i	27	1
- COc1ccc(-c2noc(CCCOc3ccc(Cl)cc3Cl)n2)cc1
    23	14	i	-2	8	3	i	14	-6
- COc1ccc(N2C(=O)/C(=C3/C=CC=CN3C)SC2=S)cc1
    -12	2	i	-2	26	-12	i	-3	-7
- OCCCNc1nc(-c2ccc(Cl)cc2)nnc1-c1ccccc1
    -4	7	i	2	-10	-3	i	2	-2
- CCCCC1=CC2=C(c3ccco3)C(=O)C(C)(OC(=O)c3ccc(OC)cc3)C(=O)C2=CN1C1CCCCC1 (centres undefined)
    -9	7	i	-8	14	-4	i	9	-4
- C=CCC[C@@H](Cc1ccc(F)cc1)C(=O)OC[C@H](Cc1c[nH]c2ccccc12)NC(=O)[C@@H](CC=C)CC(=O)N[C@H](CO)Cc1ccccc1
    8	-11	i	0	-5	0	i	-7	2
- CC1CCCN(C(=O)CCCn2c(=S)[nH]c3ccccc3c2=O)C1 (centres undefined)
    4	-2	i	-5	-64	-5	i	4	-7
- COc1ccc(-c2nnc(SCC(=O)O)n2C)cc1OC
    -2	-2	i	2	-1	0	i	-7	-2
- O=[N+]([O-])c1ccc(COc2cccc(CN3CCCC3)c2)cc1
    -2	2	i	0	-1	-4	i	-7	-7

Next records:
Under each structure – FAS-TE inh	NadD block	Neddylation inh	MT1-MMP act inh	MLLE-PAM2 inh	CSN deneddyl inh	Rpn11 block	SKN-1 block	Rin1-Abl PPI inh
- Cn1c(=NC(=O)c2ccco2)sc2cccc(F)c21
    -3	-2	i	6	-4	6	i	8	-1
- CCc1ccc(C(=O)C[n+]2cccc3cc(OC)ccc32)cc1
    -4	-5	i	-23	2	-4	i	-14	-3
- COc1ccc2[nH]c(=O)c(CN(Cc3ccccc3)Cc3nnnn3CC3CCCO3)cc2c1 (centres undefined)
    -6	3	i	2	-16	0	i	-2	1
- O=C(NCCCn1ccnc1)C(Cc1ccc([N+](=O)[O-])cc1)N1C(=O)c2ccccc2C1=O (centres undefined)
    -2	-2	i	0	3	-4	i	-17	1
- Cc1cc2nc[nH]c(=O)n2n1
    -7	0	i	6	0	1	i	6	2
- O=C(Nc1ccc2c(c1)OCO2)OCc1ccccc1
    6	-3	i	0	-4	4	i	6	0
- CC(NC(=O)CSC(=S)N1CCCC1)c1ccc(S(N)(=O)=O)cc1 (centres undefined)
    -8	1	i	4	0	0	i	11	0
- COCCNC(=O)/C(C#N)=C/c1nc(N(C)C)n(-c2ccc(F)cc2)c1Cl
    -7	-4	i	0	4	2	i	6	2
- COc1ccccc1-n1c(C)nc2cc(C(=O)NCC3CCCO3)ccc21 (centres undefined)
    -1	-5	i	7	10	0	i	6	-5
- Cc1ccc(-n2ncc3c2CCCC3NC(=O)CCn2ccnc2C)cc1C (centres undefined)
    -4	-2	i	1	-1	-2	i	-2	0
- C[C@H]1CN([C@@H](C)CO)C(=O)Cc2cc(NC(=O)CCN3CCOCC3)ccc2O[C@@H]1CN(C)Cc1ccc(Oc2ccccc2)cc1
    -5	-4	i	2	-13	1	i	-1	-4
- CN1CCCN(S(=O)(=O)c2cccc(C#N)c2)CC1
    -3	-4	i	4	-7	-2	i	29	-3
- Cc1ccc(N(CC(=O)NCC2CCCO2)C(=O)CCC(=O)Nc2ccccn2)cc1 (centres undefined)
    -2	0	i	3	11	104	i	3	1
- COc1ccccc1/C=C1\NC(=S)N(CC2CCCO2)C1=O (centres undefined)
    -1	-2	i	-1	-103	4	i	-1	3
- CC(C)[C@H](NC(=O)c1ccco1)C(=O)OCC(=O)Nc1ccccc1OC(F)F
    1	-4	i	-2	0	5	i	12	-3

Remaining list, next part:
Under each structure – FAS-TE inh	NadD block	Neddylation inh	MT1-MMP act inh	MLLE-PAM2 inh	CSN deneddyl inh	Rpn11 block	SKN-1 block	Rin1-Abl PPI inh
- C=CCSc1nnc(NC(=O)CSc2nc3ccccc3[nH]2)s1
    3	1	i	-1	-25	1	i	9	0
- O=S(=O)(c1ccc(F)cc1)N1CCN(Cc2ccccn2)CC1
    3	-1	i	-5	4	-1	i	-22	1
- COc1cccc(NC(=O)C(Sc2nnc3ccccn23)c2ccccc2)c1 (centres undefined)
    -4	2	i	-2	-6	0	i	6	2
- Cc1ccc(C(=O)O/N=C(/c2nonc2N)N(C)C)cc1
    -10	4	i	-3	-7	-7	i	14	-1
- S=C(c1ccc(N2CCOCC2)cc1)N1CCOCC1
    -4	6	i	-2	38*	1	i	-13	3
- O=C(O)c1cccc(-c2nnn(Cc3ccccc3Cl)n2)c1
    -1	1	i	0	10	-1	i	-1	-1
- O=c1c2cccnc2[nH]c(=S)n1CCC1=CCCCC1
    -8	-1	i	-1	-70	-2	i	15	1
- FC(F)(F)c1cnc(Oc2ccccc2-c2nnc(-c3ccc(Cl)cc3)o2)c(Cl)c1
    32	-6	i	1	-14	-2	i	0	6
- CCOc1ccc(NC(=O)CN2CCN(CC(=O)Nc3ccc(OC)cc3)CC2)cc1
    -8	-2	i	7	9	4	i	-15	-1
- CCOC(=O)c1c(NC(=O)CCC(=O)NCc2ccco2)sc2c1CCCC2
    14	-4	i	-1	-10	0	i	23	-2
- CC(C)NC(=O)C(=O)NC1CCCCCC1
    -3	2	i	0	-4	5	i	7	2
- CCOC(=O)CCCCCC(=O)Nc1ccc2c(c1)C(=O)N([C@@H](C)CO)C[C@@H](C)[C@H](CN(C)C(=O)Nc1ccccc1)OCCCC[C@H](C)O2
    2	-4	i	0	-13	3	i	11	16*
- COC(=O)Cc1cc(=O)n(-c2nc3ccccc3s2)[nH]1
    -10	-3	i	5	1	4	i	12	3
